High-throughput results as filed in PubChem BioAssay.
PfM18AAP inh = PfM18AAP inhibitors, malaria aminopeptidase, primary screen, biochemical, QFRET, recombinant enzyme. H-Glu-NHMec fluorogenic cleavage. M18 aspartyl aminopeptidase (Plasmodium falciparum 3D7). inhibition, % at 7.35 µM. AID 1822, 2009. actives 1.2% (n = 290,000);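 active = inhibition above the campaign mean inhibition over all tested compounds plus 3 SD, cut at about 28% in these data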;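 also: 0% = plate median of test compound wells and 100% = 2 mM ZnCl2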
V1R ag counter = agonists of human V1a receptor, primary screen, counter-screen for OXTR agonist project, fluorescence, CHO-V1R cells. Vasopressin V1a receptor (Homo sapiens), P37288. Fluo-8 calcium fluorescence, agonist mode; 0% DMSO, 100% 3 nM vasopressin. activation, % at 3 µM. actives 0.25% (n = 320,000);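 active = activation above the mean activation of all tested compounds plus 3 SD, per screening run, cut at about 20% in these data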;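 also: signal is peak over basal fluorescence ratio across a 100 second FLIPR read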
Target sequence (P37288 whole entry, looked up): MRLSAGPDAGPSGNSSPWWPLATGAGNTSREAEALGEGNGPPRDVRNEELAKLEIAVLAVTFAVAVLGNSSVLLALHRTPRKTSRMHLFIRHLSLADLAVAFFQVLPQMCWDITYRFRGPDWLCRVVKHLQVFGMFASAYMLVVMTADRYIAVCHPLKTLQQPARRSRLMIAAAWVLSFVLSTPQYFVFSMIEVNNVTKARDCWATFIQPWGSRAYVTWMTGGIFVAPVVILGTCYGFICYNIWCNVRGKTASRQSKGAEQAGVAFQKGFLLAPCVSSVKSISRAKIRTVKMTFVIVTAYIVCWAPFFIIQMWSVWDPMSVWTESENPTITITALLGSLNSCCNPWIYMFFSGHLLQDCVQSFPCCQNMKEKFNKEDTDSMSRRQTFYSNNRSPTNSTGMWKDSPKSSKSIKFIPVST
GPR7 antag = GPR7 receptor antagonists, primary screen, cell-based, fluorescence, single concentration; inhibition, % at 4.4 µM; actives 1.1% (n = 290,000); GPR7-expressing cells, fluorescence antagonist assay; in the data active = inhibition above about 16%, passing the limit was not always enough;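 also: cells stimulated with the agonist NPW; 0% = agonist with vehicle and 100% = vehicle without agonist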
Target sequence (P48145 whole entry, looked up): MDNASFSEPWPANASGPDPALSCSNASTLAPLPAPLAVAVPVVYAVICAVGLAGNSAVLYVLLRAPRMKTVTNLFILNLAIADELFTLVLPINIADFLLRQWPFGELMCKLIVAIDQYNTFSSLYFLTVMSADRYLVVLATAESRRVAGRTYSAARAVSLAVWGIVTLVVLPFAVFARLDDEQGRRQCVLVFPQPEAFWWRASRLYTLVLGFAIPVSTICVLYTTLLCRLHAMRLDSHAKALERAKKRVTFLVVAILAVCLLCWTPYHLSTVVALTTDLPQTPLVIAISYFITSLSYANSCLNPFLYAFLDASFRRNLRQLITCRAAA
GalR3 antag = GalR3 antagonists in HEK293 cells, primary screen, cell-based, fluorescence readout. actives 0.44% (n = 360,000). Galanin receptor type 3 (Homo sapiens), O60755. inhibition, % at 3 µM. HEK293 GalR3-CNG cAMP membrane potential fluorescence; galR3 body fused to GalR1 C-terminus;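 active = inhibition above the screen-wide average plus 3 SD, cut at about 13% in these data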;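 also: forskolin and galanin both at EC90 stimulate the cells; cAMP rise reported by CNG channel membrane potential dye signal; 0% = forskolin plus galanin with DMSO and 100% = forskolin alone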
Target sequence (O60755 1-299 limits assumed): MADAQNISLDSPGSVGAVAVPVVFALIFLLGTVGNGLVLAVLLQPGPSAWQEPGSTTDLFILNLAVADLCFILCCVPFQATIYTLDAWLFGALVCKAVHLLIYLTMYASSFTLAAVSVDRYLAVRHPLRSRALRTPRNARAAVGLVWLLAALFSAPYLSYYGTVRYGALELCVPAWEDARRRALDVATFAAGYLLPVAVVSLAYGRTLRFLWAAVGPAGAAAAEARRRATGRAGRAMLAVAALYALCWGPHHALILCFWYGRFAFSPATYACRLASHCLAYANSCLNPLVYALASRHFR
OXTR agonist = human OXTR agonists, primary screen, fluorescence, CHO-OTR cells, Fluo-8 calcium | Fluo-8 calcium fluorescence; normalized: DMSO 0%, oxytocin 100% | activation, % at 3 µM | actives 0.32% (n = 320,000) | Oxytocin receptor (Homo sapiens), P30559;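 active = activation above the mean of all tested compounds plus 3 SD, cutoff set per screening run, cut at about 20% in these data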;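 also: peak over basal fluorescence ratio from a 100 s FLIPR kinetic read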
MEKK2 mut-MEK5 = MEK5 binding signal on mutant MEKK2 PB1, primary screen, biochemical, multiplex bead flow cytometry, Alexa488-MEK5; AID 1530, 2009; Alexa488-MEK5 binding to MEKK2 mutant; percent response, % at 10 µM; actives 0.35% (n = 290,000); in the data active = percent response above about 24%, passing the limit was not always enough; also: inactives centre near 1; some results filed as inactive read as strong as hits; reference of the scale not given here
NALP1 inh = NALP1 inflammasome inhibitors in reconstituted yeast, colorimetric, S. cerevisiae, triplicate retest | S. cerevisiae NALP1/ASC/caspase-1 growth, X-gal OD620, 72 h | inhibition, % at 10 µM | actives 0.61% (n = 280,000) | AID 2071, 2009; in the data active = inhibition mostly above about 24%, no sharp cut-off; inactive = mostly below about 32%; also: some compounds called inactive have numbers as strong as hits
OXTR potentiator = human OXTR potentiators, primary screen, fluorescence, CHO-OTR cells, Fluo-8 calcium | actives 0.061% (n = 320,000) | Oxytocin receptor (Homo sapiens), P30559 | AID 2445, 2010 | activation, % at 3 µM | Fluo-8 calcium fluorescence, potentiator mode; 0% = oxytocin EC15, 100% = EC100;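 active = activation above that plate's cutoff, the mean activation of tested compounds plus 3 SD, cut at about 6.6% in these data, passing the limit was not always enough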;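 also: 100% uses oxytocin at 75 nM as the full agonist control; some results filed as inactive read as strong as hits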
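Assay system: CHO-OTR cells, human receptor / Also added: oxytocin at about EC15, sub-maximal agonist stimulus / Dosing: single dose, 3.0 µM nominal final compound concentration / Incubation: 6 min pre-incubation, 100 s read / Technique: Fluo-8 calcium dye fluorescence / Read-out: % activation vs EC15 and EC100 oxytocin / Benchmarks: EC15 oxytocin low, 75 nM oxytocin high / Replicates: singlicate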
MEKK2 WT-MEK5 = modulators of MEK5 binding to wildtype MEKK2, primary screen, biochemical, multiplex bead flow cytometry, Alexa488-MEK5; Mitogen-activated protein kinase kinase kinase 2 (Homo sapiens), Q9Y2U5; Alexa488-MEK5 binding to MEKK2 WT; actives lie on both sides; binding response (% of control), % at 10 µM; actives 1.1% (n = 290,000); AID 1531, 2009; in the data active = binding response below about 67% or above about 130%
An asterisk follows results filed as active; . = no result given.

SMILES | PfM18AAP inh | V1R ag counter | GPR7 antag | GalR3 antag | OXTR agonist | MEKK2 mut-MEK5 | NALP1 inh | OXTR potentiator | MEKK2 WT-MEK5
CCN(CCn1cccn1)Cc1nc(-c2ccccc2)no1 | -1.1 | 0.2 | -11.7 | -5.5 | 0.0 | -3.0 | -9.5 | -10.0 | 97.0
CC1CCN(C(=O)COC(=O)CSc2ccc(C(N)=O)cc2[N+](=O)[O-])CC1 | . | 1.5 | . | 1.1 | 0.2 | . | . | -4.8 | .
C=CCOC(=O)C1=C(C)OC(N)=C(C#N)C1c1ccc2c(c1)OCO2 (stereo not drawn) | 0.3 | 0.8 | 13.4 | -6.1 | -0.9 | -13.0 | 5.5 | -14.8 | 95.0
Cc1cc(C)n(CC(=O)NNC(=O)CCCOc2ccc(Cl)cc2C)n1 | -2.9 | 2.1 | -17.6 | -5.5 | 0.7 | 9.0 | 8.4 | 4.4 | 111.0
Cc1ccc(SCC(=O)N2CCc3ccccc32)cc1 | 0.1 | -1.3 | 6.5 | -3.3 | -2.4 | 14.0 | 7.4 | 3.2 | 101.0
CCOC(=O)c1nnn(-c2nonc2N)c1CN1CCCC1 | -3.0 | 0.1 | -20.7 | -6.8 | 0.3 | 6.0 | 9.0 | 7.4 | 102.0
CC(C)(C)c1ccc(C(=O)N2CCC(C(=O)NCCC3=CCCCC3)CC2)cc1 | 2.1 | 0.0 | 5.7 | -4.1 | -0.7 | 1.0 | 4.3 | -0.9 | 103.0
O=C(CSc1nccc(=O)[nH]1)Nc1ccc2c(c1)OCCO2 | 2.9 | 0.5 | -13.0 | -1.6 | 0.1 | 4.0 | 8.2 | -11.4 | 99.0
O=C(O)CCc1nn2c3ccccc3n(CC(=O)O)c2nc1=O | 6.8 | 2.6 | -1.7 | -3.3 | 0.2 | -3.0 | 14.0 | -8.1 | 96.0
CCOc1ccc(C(=O)Nc2c3c(nn2C(C)(C)C)CSC3)cc1OCC | -3.4 | 0.3 | -9.6 | -7.3 | 0.4 | 4.0 | 35.0 | -4.3 | 108.0
FC(F)(F)c1ccc(-c2nc(=S)[nH][nH]2)cc1 | 10.2 | 0.4 | -5.6 | 8.7 | 0.9 | 9.0 | . | -10.5 | 108.0
Cc1ccc(S(=O)(=O)/N=C(/Nc2cccc(O)c2)c2ccccc2)cc1 | 3.6 | -0.1 | -12.7 | -10.6 | 0.9 | 3.0 | -9.3 | -7.6 | 98.0

Record cards (already shown):
CCOC(=O)c1nnn(-c2nonc2N)c1CN1CCCC1 in the list: PfM18AAP inh: -3.0; V1R ag counter: 0.1; GPR7 antag: -20.7; GalR3 antag: -6.8; OXTR agonist: 0.3; MEKK2 mut-MEK5: 6.0; NALP1 inh: 9.0; OXTR potentiator: 7.4; MEKK2 WT-MEK5: 102.0
CCN(CCn1cccn1)Cc1nc(-c2ccccc2)no1 in the list: PfM18AAP inh: -1.1; V1R ag counter: 0.2; GPR7 antag: -11.7; GalR3 antag: -5.5; OXTR agonist: 0.0; MEKK2 mut-MEK5: -3.0; NALP1 inh: -9.5; OXTR potentiator: -10.0; MEKK2 WT-MEK5: 97.0

(continued)
SMILES | PfM18AAP inh | V1R ag counter | GPR7 antag | GalR3 antag | OXTR agonist | MEKK2 mut-MEK5 | NALP1 inh | OXTR potentiator | MEKK2 WT-MEK5
COC(=O)Cc1c(C)nc2nc(-c3ccc(C)cc3)[nH]n2c1=O | 1.4 | 0.2 | -7.9 | -2.7 | 0.8 | 12.0 | 3.0 | -0.7 | 108.0
N#Cc1cnn(Cc2ccccc2)c1/N=C/N1CCOCC1 | -0.7 | 2.9 | -0.5 | -0.8 | -0.2 | 2.0 | 1.2 | -5.8 | 100.0
COc1ccc(OC)c(C2/C(=C(/O)c3ccccc3)C(=O)C(=O)N2Cc2ccco2)c1 (stereo not drawn) | 9.7 | 1.0 | -0.3 | -1.8 | 0.1 | 15.0 | 11.7 | 3.3 | 116.0
Cc1cccc(C)c1OCCNC(=O)c1ccc2ccccc2n1 | -1.2 | -0.4 | 16.6 | -4.3 | -0.6 | -2.0 | 8.5 | -8.9 | 100.0
Cc1cccc(OCC(=O)Nc2ncn[nH]2)c1C | 9.0 | 0.8 | -1.6 | 1.7 | -0.2 | 3.0 | . | -1.6 | 103.0
COc1ccc(-n2nc3c(c2NC(=O)CCCCl)CSC3)cc1 | -2.7 | 0.0 | 1.0 | 1.4 | -1.7 | 1.0 | -1.9 | -15.1 | 97.0
Cc1cc(C)nc(N2CCC(CNC(=O)CCc3ccccc3)CC2)n1 | -6.0 | -1.0 | -8.0 | 4.1 | -1.1 | 2.0 | 33.6 | -8.3 | 100.0
COc1ccccc1OCc1nnc(SCC(=O)Nc2ccc(N3CCOCC3)cc2)n1C | -0.1 | 2.4 | -9.1 | -5.2 | 0.8 | -7.0 | 16.6 | 3.1 | 94.0
COCCNc1nnc(Cc2ccc(Cl)cc2)c(=O)[nH]1 | 4.6 | 0.3 | -3.0 | -9.5 | 0.9 | 9.0 | 5.8 | -5.0 | 108.0
CCCCc1ccc(NC(=S)N2CCC(O)CC2)cc1 | 5.7 | 0.2 | -6.7 | -5.1 | -1.7 | 1.0 | 16.1 | -14.2 | 103.0
COc1cccc(CNC(=O)CCC2CCCN(C(=O)CCC(F)(F)F)C2)c1 (stereo not drawn) | -0.1 | -0.8 | -12.6 | -2.9 | -2.1 | -8.0 | 5.8 | -24.1 | 96.0
O=C1c2ccccc2C(Nc2ccccc2)N1c1cccnc1 (stereo not drawn) | -8.6 | 0.7 | 2.0 | . | -1.2 | 6.0 | -8.7 | -5.6 | 102.0

Given comma-delimited: part of the list above
smiles,PfM18AAP inh,V1R ag counter,GPR7 antag,GalR3 antag,OXTR agonist,MEKK2 mut-MEK5,NALP1 inh,OXTR potentiator,MEKK2 WT-MEK5
COc1cccc(CNC(=O)CCC2CCCN(C(=O)CCC(F)(F)F)C2)c1 (stereo not drawn),-0.1,-0.8,-12.6,-2.9,-2.1,-8.0,5.8,-24.1,96.0
O=C1c2ccccc2C(Nc2ccccc2)N1c1cccnc1 (stereo not drawn),-8.6,0.7,2.0,.,-1.2,6.0,-8.7,-5.6,102.0

Additional structures follow.
SMILES | PfM18AAP inh | V1R ag counter | GPR7 antag | GalR3 antag | OXTR agonist | MEKK2 mut-MEK5 | NALP1 inh | OXTR potentiator | MEKK2 WT-MEK5
CCOC(=O)C1(Cc2ccccc2C(F)(F)F)CCN(Cc2ccon2)CC1 | -11.4 | 0.0 | 6.5 | -1.4 | -1.2 | -4.0 | 1.0 | -3.7 | 93.0
CC(C)Oc1ccccc1C1NC(=O)CCC1[N+](=O)[O-] (stereo not drawn) | 1.1 | 0.6 | -8.9 | -9.6 | -0.1 | -9.0 | 31.0 | -5.8 | 100.0
Cc1sc2ncnc(N3CCC(C(=O)NNC(=O)c4ccc(Cl)cc4)CC3)c2c1C | . | 4.1 | . | -4.1 | -0.9 | . | . | -5.8 | .
O=C(N/N=C/c1ccc(O)cc1O)c1ccncc1 | 17.4 | 0.1 | -1.7 | -3.2 | 0.5 | 7.0 | -9.4 | -8.2 | 104.0
CN1CCCN(C(=O)c2cc3c(s2)CCCC3)CC1 | 0.4 | -0.3 | -22.6 | -5.0 | 0.1 | 7.0 | 20.7 | -3.4 | 107.0
Cc1noc(NS(=O)(=O)c2ccc(N/C=C\C(=O)c3ccccc3)cc2)c1C | -7.0 | 1.1 | 3.0 | -6.6 | 0.1 | -8.0 | 18.2 | -4.2 | 94.0
O=C(Nc1ccccc1N1CCN(C(=O)c2ccccc2)CC1)c1ccc2c(c1)OCO2 | 0.7 | 0.0 | 4.9 | 3.4 | -0.3 | -3.0 | 2.3 | -5.1 | 95.0
Cc1ccc(NC(=O)CN2C(=O)C(=O)N(C3CCCC3)C2=O)c(Cl)c1 | . | 0.0 | . | -1.8 | -1.6 | . | . | -5.2 | .
CCC(C)c1c(O)nc(SCc2ccccc2)[nH]c1=O (stereo not drawn) | 3.5 | 7.2 | -5.2 | -4.9 | 6.2 | 8.0 | 23.2 | -7.4 | 105.0
Cc1ccc(CN2CCN(Cc3cnc(C)s3)CC2CCO)cc1 (stereo not drawn) | 3.7 | 0.3 | -6.7 | 1.1 | -0.3 | 11.0 | 5.4 | -5.8 | 102.0
Cc1ccc(OCC(=O)c2ccc3c(c2)CCCC3)cc1C | -5.6 | 0.2 | 11.4 | 2.1 | -1.5 | 2.0 | 15.3 | -7.1 | 105.0
Cc1cc(NC(=O)CSc2nnc(-c3ccncc3)n2N)ccc1Br | 5.0 | 2.3 | -1.7 | -4.3 | 2.0 | 1.0 | 18.0 | 4.4 | 99.0
Cc1nn2c(-n3ccnc3)c3c(nc2c1-c1ccccc1)CCC3 | 4.4 | -1.6 | -9.2 | -3.0 | -2.6 | -4.0 | 26.4 | -11.8 | 97.0
COc1cccc(/C=N/Nc2nc(C)cc(=O)[nH]2)c1OC | 1.7 | -0.6 | -2.0 | 3.0 | -0.8 | 1.0 | -7.9 | -9.6 | 103.0
Cc1cc(C)c(OCCOCCN(C)C)c(Br)c1 | -0.2 | -1.2 | -1.3 | -2.7 | -0.5 | 1.0 | 26.3 | -5.2 | 103.0
CCC/C(O)=C1\C(=O)CC(c2ccccc2)CC1=NC (stereo not drawn) | 1.9 | 1.2 | -2.9 | -0.1 | -1.3 | 6.0 | 23.6 | -9.8 | 109.0
Cc1ccc2cc(S(=O)(=O)NCCCN3CCOCC3)ccc2c1 | -6.8 | 1.9 | 8.3 | -1.9 | 1.2 | 0.0 | 0.1 | -7.9 | 100.0
CCCn1nnnc1SCC(=O)Nc1cccc(NC(=O)c2ccco2)c1 | -4.1 | 1.2 | 11.8 | -1.8 | 0.3 | 2.0 | 34.9 | -9.8 | 100.0
CC(CNC(=O)CN1C(=O)COc2ccc(S(=O)(=O)N3CCCCC3)cc21)c1ccccc1 (stereo not drawn) | 4.2 | -0.2 | -3.5 | -7.7 | -1.9 | -2.0 | 23.8 | -2.5 | 92.0
C/C(=N\NC(=O)COc1ccccc1[N+](=O)[O-])c1cccc(NC(=O)c2ccncc2)c1 | 7.1 | 1.4 | -10.1 | 2.8 | 2.7 | -9.0 | 3.4 | -14.7 | 93.0
C=CCNC(=S)N1CCN(C2CCCCC2)CC1 | 3.0 | 1.6 | -8.6 | -7.2 | 2.8 | -27.0 | . | 7.5 | 77.0
Cc1cc(=O)[nH]c(SCC(=O)N2CCCc3ccccc32)n1 | -6.0 | 0.0 | -6.4 | -1.3 | 0.2 | 5.0 | -3.8 | -1.7 | 104.0
Cc1csc(SCC(=O)Nc2cccc(S(=O)(=O)N3CCCC3)c2)n1 | -0.8 | 2.6 | -3.9 | 0.6 | 2.8 | -2.0 | 1.2 | -11.5 | 99.0
O=C(NC1(C(=O)NC2CCCCC2)CCCCC1)c1ccccn1 | -0.6 | -1.7 | -0.5 | -2.1 | -0.7 | -4.0 | 5.9 | -11.6 | 95.0
